Bioassay records as filed in PubChem.
Mtb RmlCD inh = blocks M. tuberculosis RmlC and RmlD coupled enzymes; inhibition, % at 3.6 µM; P9WH09+P9WH11; AID 1533; 160,000 tested, 0.03% active; RmlC+RmlD coupled enzyme assay, percent inhibition; primary screen in compound mixtures; in the data active means inhibition mostly above about 34%, no sharp cut-off; further: some results filed as inactive read as strong as hits
Target sequence (P9WH09 whole entry, looked up): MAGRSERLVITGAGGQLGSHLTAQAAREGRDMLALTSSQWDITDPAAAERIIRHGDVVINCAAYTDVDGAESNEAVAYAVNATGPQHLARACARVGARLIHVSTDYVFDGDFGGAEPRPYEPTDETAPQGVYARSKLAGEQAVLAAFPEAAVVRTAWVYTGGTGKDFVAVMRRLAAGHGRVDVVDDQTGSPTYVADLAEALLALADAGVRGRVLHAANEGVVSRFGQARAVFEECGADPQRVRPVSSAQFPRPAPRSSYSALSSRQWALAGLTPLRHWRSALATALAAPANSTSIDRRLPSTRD
Target sequence (P9WH11 whole entry, looked up): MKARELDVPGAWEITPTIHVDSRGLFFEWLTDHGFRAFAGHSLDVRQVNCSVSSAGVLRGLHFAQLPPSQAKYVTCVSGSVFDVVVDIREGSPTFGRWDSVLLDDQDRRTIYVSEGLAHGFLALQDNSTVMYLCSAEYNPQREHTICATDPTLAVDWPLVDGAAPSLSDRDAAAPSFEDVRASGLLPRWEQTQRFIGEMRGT
M. tuberculosis GlmU = inhibition of mycobacterial GlmU enzyme – biochemical, glucosamine-1-phosphate acetyltransferase (AID 1376); inhibition, %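 (tested at 30 µM in the primary screen)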; hits with a dose series show IC50 in µM; M. tuberculosis GlmU acetyltransferase enzyme assay; higher % means a stronger effect; 220,000 tested, 0.25% active; in the data active means inhibition above about 13%;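 further: 0% = complete reaction with vehicle and 100% = reaction without substrate; strong numbers were not always called active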
* = called active by the depositor; nt = not tested or not shown. These rows are one share of the data (hit frequency here may not be typical).

Order of values: Mtb RmlCD inh, M. tuberculosis GlmU
CCOc1ccc(CN(C(=O)c2oc3ccccc3c2C)C2CCS(=O)(=O)C2)cc1 (centres undefined)
→ -7.4, 2.1%
O=C(CCc1ccccc1)Nc1cc2c(cc1Cl)OCCO2
→ 6.6, -6.5%
COc1ccc(NC2=NCCC(=O)N2Cc2cccs2)cc1
→ 5.1, 8.3%
COc1ccc(CNc2cc([N+](=O)[O-])ccc2OC)cc1
→ -1.6, -8.0%
COc1ccc2[nH]c(=O)c(CN(Cc3ccc(C)cc3)Cc3nnnn3CC3CCCO3)cc2c1 (centres undefined)
→ 28.6, 1.3%
COc1ccc(-c2csc(NC(=O)C3CCCO3)n2)cc1 (centres undefined)
→ 3.9, 6.8%
Cc1cccc(N2C(=O)/C(=C/c3ccc(CN(CCC#N)S(C)(=O)=O)o3)C(=O)NC2=S)c1
→ -5.8, 2.3%
CC1(C)Cc2c(sc(/N=C/N3CCCCC3)c2C#N)C(C)(C)N1
→ 5.0, -2.2%
COc1ccc(/C=C/C(=O)OCc2csc(-c3ccccc3)n2)cc1OC
→ nt, 1.5%
CN1C(=S)SC(N2OC3C(=O)N(c4ccccc4)C(=O)C3C2c2ccc(Cl)cc2)C1(C)C (centres undefined)
→ 9.4, -0.2%
COc1cc2c(cc1OC)/C(=C/c1ccc(Cl)cc1)C(=O)OC2
→ -13.6, 6.3%
COc1ccc(CNC(=O)CSc2nnc(-c3ccc(NC(C)=O)cc3)n2C)cc1
→ 3.7, 4.0%
CN(C)S(=O)(=O)N(CC(=O)NCCSCc1ccc(Cl)cc1)c1ccccc1
→ nt, -0.7%
O=C(COC(=O)/C=C/c1ccc([N+](=O)[O-])cc1)NCc1ccc2c(c1)OCO2
→ 7.7, nt
CCC(CC)C(=O)Nc1ccc(Sc2ccc([N+](=O)[O-])cc2)cc1
→ 1.7, -3.6%

Brought forward from above: four compounds; new compounds follow.
Order of values: Mtb RmlCD inh, M. tuberculosis GlmU
COc1ccc(CNC(=O)CSc2nnc(-c3ccc(NC(C)=O)cc3)n2C)cc1
→ 3.7, 4.0%
CN(C)S(=O)(=O)N(CC(=O)NCCSCc1ccc(Cl)cc1)c1ccccc1
→ nt, -0.7%
O=C(COC(=O)/C=C/c1ccc([N+](=O)[O-])cc1)NCc1ccc2c(c1)OCO2
→ 7.7, nt
CCC(CC)C(=O)Nc1ccc(Sc2ccc([N+](=O)[O-])cc2)cc1
→ 1.7, -3.6%
CCOc1ccc(Nc2nc3cc(S(=O)(=O)CC)ccc3o2)cc1
→ -13.7, 1.4%
CC(C)(C)S(=O)(=O)c1cnc(N2CCOCC2)nc1N
→ -34.8, 2.9%
CCOc1ccc2c(C)c(Cl)c(=O)oc2c1
→ -4.1, -5.8%
CC(=O)Nc1cccc(S(=O)(=O)N2CCCCCC2)c1
→ -11.6, -1.1%
CCCn1c(SCC(=O)OCC)nc(C(F)(F)F)cc1=O
→ -9.5, -5.2%
O=C(c1ccco1)[C@@H]1[C@@H]2C(=O)N(c3ccc(F)cc3)C(=O)[C@@H]2C2c3ccccc3C=CN21 (some centres undefined)
→ 7.8, 0.4%
Cc1nn(-c2ccccc2)c(C)c1/C=N/NC(=O)CSc1nnc(SCc2ccc(Cl)cc2)s1
→ 8.8, -3.9%
COc1ccc(C(=O)O/N=C(\N)Cc2ccc(Cl)cc2Cl)cc1OC
→ -8.9, -0.1%
O=S(=O)(c1cccc(-c2nc3n(n2)Cc2ccccc2-3)c1)N1CCCCC1
→ 7.5, -0.2%
CC(C)(C)NC(=O)Cn1nnc(-c2ccccc2NC(=O)c2cnccn2)n1
→ 4.2, 1.8%
CCCCSc1ccc(NC(=O)c2cccnc2)cc1
→ nt, -3.3%
COc1ccc(C)cc1Nc1nc(-c2c[nH]c3ccccc23)cs1
→ 7.4, -5.8%
CCOC(=O)C1CCN(C(=O)CN(C)S(=O)(=O)c2cc(C)ccc2OC)CC1
→ -12.3, -4.0%
Cn1nc(C(F)(F)F)cc1-c1ccc(S(N)(=O)=O)s1
→ nt, -5.2%
O=C(COc1ncnc2ccccc12)Nc1ccc(S(=O)(=O)N2CCOCC2)cc1
→ 6.4, 7.4%
O=C1CC(N2CCSCC2)C(=O)N1c1ccc(F)cc1 (centres undefined)
→ -14.0, -4.0%
O=[N+]([O-])c1ccc(Oc2cccc(F)c2)c2ccncc12
→ nt, 1.9%
Cc1ccc(CNC(=O)CSCc2ccccc2)cc1
→ 8.9, 7.7%
COc1ccc(CC2(CO)CCN(Cc3cccc4nccnc34)CC2)cc1
→ -9.6, 3.9%
O=C(NCC1CC1)c1onc(CSc2ccncc2)c1C(=O)NCC1CC1
→ 4.1, 3.4%
O=C(O)C1CCCCN1S(=O)(=O)c1ccccc1 (centres undefined)
→ nt, -1.3%
N#Cc1ccc2ccn(CC(=O)N3CCCc4ccccc43)c2c1
→ 5.0, -0.6%
Cc1ccc(-c2n[nH]c(=S)n2/N=C/c2c(C)nn(-c3ccccc3)c2C)cc1
→ nt, -0.1%
Cc1ncsc1CCOC(=O)c1ccccc1
→ -8.1, -1.3%
O=c1c(Cl)c(Nc2cccc(Cl)c2)cnn1-c1nc2ccccc2s1
→ -11.9, 3.6%
Cc1[nH]c2ccc(Br)cc2c(=O)c1CN1CCOCC1
→ nt, -4.6%
Cc1cccc(NC(=S)NC(=O)CCc2ccccc2)c1
→ 11.7, -5.0%
N=c1c2c(-c3ccccc3)c(-c3ccccc3)n(Cc3ccco3)c2ncn1CCN1CCOCC1
→ nt, -3.9%
CCCOc1ccc(N2C(=O)CC(N(CCOC34CC5CC(CC(C5)C3)C4)C(C)=O)C2=O)cc1 (centres undefined)
→ nt, -3.2%
CCNC(=O)Cc1ccc(Br)cc1
→ nt, -4.1%
CCn1nnnc1SCC(=O)N1CCOCC1
→ -12.1, 0.1%
O=C1NC(=S)S/C1=C1\Sc2ccccc2N1CCCS(=O)(=O)O
→ 13.1, 5.8%
O=C(CCc1ccccc1)Nc1nc2ccc(S(=O)(=O)N3CCOCC3)cc2s1
→ nt, -1.4%
O=C(O)COc1ccc(-c2nnn(Cc3ccccc3F)n2)cc1
→ nt, -5.0%
Cc1ccc(N2C(=O)CSC23C(=O)Nc2ccccc23)cc1 (centres undefined)
→ -0.8, 0.2%
c1cc(-c2sc(-c3ccncc3)c(-c3ccncc3)c2-c2ccncc2)ccn1
→ 44.0, -2.4%
NC(=O)c1cccc(C(N)=O)n1
→ 11.0, -5.7%
Oc1c(C(c2ccccn2)N2CCOCC2)ccc2cccnc12 (centres undefined)
→ -9.5, 0.3%
C=CCN1CCN(C(c2ccc(OC)c(OC)c2)c2nnnn2C(C)(C)C)CC1 (centres undefined)
→ -3.2, -0.4%
Cc1cnc(C(=O)Nc2nccs2)cn1
→ -3.7, 0.6%
Cc1cc(C(F)F)n2nc(C(=O)Nc3sc4c(c3C(N)=O)CCC4)nc2n1
→ -5.2, 10.5%
O=C(COc1ccc(Cl)cc1)Nc1ncc([N+](=O)[O-])s1
→ -4.1, -2.8%
CCCCCCOc1ccc(CN2CCN(CC)CC2)cc1
→ 0.8, -3.0%
CC(=O)NC(Cc1ccc(F)c(F)c1)C(=O)NC1CCN(c2c(Cc3ccccc3)c(C)nc3ncnn23)CC1 (centres undefined)
→ -12.9, -0.2%
CCCCC(=O)Nc1cc([N+](=O)[O-])ccc1F
→ nt, 3.8%
CCN(CC)S(=O)(=O)c1ccc(-c2nnc(SCC(=O)Nc3ccc(OC)cc3)o2)cc1
→ 2.6, 8.6%
CCCC(=O)Nc1ccccc1NC(=O)c1ccc(OCC)cc1
→ -0.1, 1.9%
Cc1cc(NNC(=O)c2cccc(C(F)(F)F)c2)nc2c1c(C)nn2C
→ 43.9, 0.6%
COc1ccccc1CN1C[C@@H]2C[C@@H](c3ccccc3C)N3CCC[C@@]23C1=O
→ -0.2, -6.0%
Cc1ccc(C)c(NC(=S)NCCN2CCOCC2)c1
→ nt, -4.5%
CC(=O)NC1=NC(=O)/C(=C/c2cn(C(C)=O)nc2-c2ccccc2)S1
→ 4.5, 5.4%
O=c1c2ccccc2nc(-c2ccccc2)n1CCCN1CCOCC1
→ 9.0, -1.4%
COc1cc([N+](=O)[O-])c(C(=O)N2CCOCC2)c([N+](=O)[O-])c1
→ -10.1, -0.2%
O=C(c1ccc2ccccc2c1)C1CCCN(C(=O)CCn2cnnn2)C1 (centres undefined)
→ nt, 1.6%
COC(=O)c1ccc(NC(=O)CS(=O)(=O)Cc2ccccc2)cc1
→ 8.9, -8.0%
Cn1c(=O)[nH]c2ncn(C)c2c1=O
→ nt, 4.3%
Cc1ccc(Nc2nc(COC(=O)C3CC3)cs2)cc1
→ -13.0, -3.8%
COC(=O)CSc1nc(Cc2ccccc2)nc2ccccc12
→ 9.0, -5.4%
O=C(CCCC(=O)OCC(F)(F)C(F)F)Nc1ccccc1F
→ nt, 0.3%
COc1ccccc1Oc1nc2c(c(=O)n(Cc3ccccc3F)c(=O)n2C)n1C
→ -7.9, 4.7%

Following part.
Order of values: Mtb RmlCD inh, M. tuberculosis GlmU
O=[N+]([O-])c1ccccc1-c1nc(-c2ccc(Br)o2)no1
→ 8.8, 0.9%
CCC(COC(=O)NC)NC(=O)Oc1cccc(C)c1 (centres undefined)
→ 35.6, -1.2%
O=C(c1ccccc1)N(Cc1ccc2c(c1)OCO2)Cc1nc2ccccc2c(=O)[nH]1
→ -1.0, 2.2%
CC(CCc1ccccc1)NC(=O)c1ccc(NC(=O)c2ccc(Cl)cc2Cl)cc1 (centres undefined)
→ 8.4, 0.3%
CC(C)(C)c1csc(NC(=O)c2ccc3nccnc3c2)n1
→ -8.2, 2.2%
COc1ccccc1N(CC(=O)NCC1CCCO1)C(=O)CNS(=O)(=O)c1ccc(C)cc1 (centres undefined)
→ -0.3, 1.1%
COc1ccc(C(C)(C)C)cc1NC(=O)COC(=O)c1ncc(Cl)c(Cl)c1Cl
→ 8.8, -4.0%
COc1ccc(C(=O)Nc2n[nH]c(-c3ccncc3)n2)cc1
→ 6.4, -1.9%
Cc1ccc2nc(SCC(=O)NCc3cccs3)c(C#N)cc2c1
→ nt, 1.3%
Cn1c(N2CCCCC2)nc2c1c(=O)[nH]c(=O)n2C
→ nt, 4.3%
COc1ccc2c(c1)/C(=N/N1C(=O)c3ccccc3C1=O)C(=O)N2
→ 26.1, 6.7%
C=CCSc1nnc(CSc2nc3sc4c(c3c(=O)[nH]2)CCCC4)n1-c1ccccc1
→ -3.3, 0.3%
Cc1csc2ncnc(N3CCN(C(=S)Nc4ccc(F)cc4F)CC3)c12
→ 15.3, -3.8%
CCOC(=O)c1c(NC(=O)CSc2nnc(-c3ccccc3C)n2C)sc(C(C)=O)c1C
→ 6.2, 5.0%
O=C(NCc1cc(C(F)(F)F)cc(C(F)(F)F)c1)C1CC(c2cccc(F)c2)=NO1 (centres undefined)
→ nt, -1.3%
CCc1ccc(C(=O)CSc2n[nH]c(C)n2)cc1
→ 0.8, 3.6%
COC(=O)c1cn(NC(=O)/C=C/c2ccc(OC)c(OC)c2)c(=O)c2ccccc12
→ 0.8, -7.2%
Cc1onc(-c2ccccc2Cl)c1C(=O)NCCn1ccc2ccccc21
→ -8.5, -3.6%
C#CCOCCOCCOCCNc1nc(N2CCN(C(=O)[C@H](C)n3cc(CCCN=C(N)N)nn3)CC2)nc(N2CCN(C(=O)[C@H](C)n3cc(CCCN=C(N)N)nn3)CC2)n1
→ nt, -15.6%
N#Cc1ccccc1CSc1ccc(-c2nc3ccccc3[nH]2)cn1
→ -7.5, 3.4%
CSC(=S)N/N=C/c1c[nH]c2ccccc12
→ 5.8, 4.5%
O=C(c1cccc(S(=O)(=O)N2CCCCC2)c1)N1CCCCC1
→ 9.6, 0.6%
O=C1ON=C(c2ccccc2)/C1=C/c1ccc(-c2ccccc2[N+](=O)[O-])o1
→ -1.7, 8.1%
Cc1cccc(N=Nc2c(C)[nH]n(-c3ccccc3)c2=O)c1
→ nt, 2.6%
CN=C1S/C(=C\c2cccn2-c2cccc(Br)c2)C(=O)N1C
→ nt, 2.8%
COc1ccc(C2=NCC(=S)Nc3ccc(Cl)cc32)cc1Cl
→ 9.7, -6.7%
Cn1c(SCc2ccccc2F)nc2cccnc21
→ 10.9, 0.1%
COc1cc(/C=N/Nc2ccc([N+](=O)[O-])cc2S(=O)(=O)N2CCOCC2)cc(OC)c1OC
→ nt, -0.3%
Cc1ccc(NC(=O)CSc2ncn[nH]2)cc1S(=O)(=O)N1CCOCC1
→ -9.5, 1.2%
Cc1ccc(-c2nnc(CCC(=O)N(C)Cc3nccs3)o2)s1
→ 1.6, -1.8%
COc1ccccc1NC(=O)c1cc2c(s1)-c1ccccc1S(=O)(=O)C2
→ 3.7, 0.9%
COCc1[nH]nc2c1C(c1ccnc3ccccc13)C(C#N)=C(N)O2 (centres undefined)
→ nt, 0.1%
Nc1cc(=O)[nH]c(=S)n1-c1cccc(C(F)(F)F)c1
→ -2.2, -0.3%
COc1ccc(N(C(=O)Cc2cccs2)C(C(=O)NC2CCCCC2)c2cccn2C)cc1 (centres undefined)
→ 14.1, 2.3%
O=C1c2ccccc2C(=O)N1n1c(=O)[nH]c2ccccc2c1=O
→ nt, -2.9%
O=C(CN1CCN(S(=O)(=O)c2ccc(Cl)cc2)CC1)Nc1ccc(F)cc1F
→ nt, 2.6%
CC(C)c1nc2sc3c(=O)[nH]c(=S)[nH]c3c2c2c1CCC2
→ -3.9, -1.5%
CCC1=Nc2cc(C(=O)NCCCOC)ccc2Sc2ccccc21
→ 4.0, -0.1%
C=CCn1c(CCNC(=O)c2cccs2)nnc1SCC(=O)c1cccc([N+](=O)[O-])c1
→ nt, -5.4%
C#Cc1ccc([C@@H]2C=C(C(=O)N3CCOCC3)O[C@H](OCc3ccc(CO)cc3)C2)cc1
→ nt, -4.2%
O=C(CCNS(=O)(=O)c1cccc2nsnc12)NCc1ccc(F)cc1
→ -3.8, 2.2%
Cc1cc(CN2C(=O)c3ccccc3C2=O)on1
→ 25.3, -3.2%
